Screens deposited in PubChem by NCI.
NCI-60 one-dose screen, 48 h, at 10 µM unless noted. Numbers give growth in % (100 = growth as untreated, 0 = no growth, -100 = all killed).
NCI-H322M: NCI-H322M lung cancer; hit rate 2.7% among 80,000
NCI-H23: NCI-H23 lung cancer. hit rate 4% among 80,000
NCI-H460: NCI-H460 lung cancer; hit rate 6.8% among 82,000
RXF 393: RXF 393 renal cancer cells. hit rate 6.9% among 77,000
HT29: HT29 colon cancer. hit rate 7.4% among 81,000. AID 1794748
NCI-H522: NCI-H522 lung cancer. hit rate 8% among 78,000
A498: A498 renal cancer cells. AID 1794774. hit rate 5.4% among 76,000
NCI-H226: NCI-H226 lung cancer; hit rate 3.5% among 79,000; AID 1794732
COLO 205: COLO 205 colon cancer | hit rate 7.3% among 79,000
* marks the source's active call; other numbers are inactive results; nt = no result given; & = joins results of further samples; [ ] = remark or other dose. Rule for the calls: active = growth percent below 10; inactive = the rest.

SMILES	NCI-H322M	NCI-H23	NCI-H460	RXF 393	HT29	NCI-H522	A498	NCI-H226	COLO 205
CN1CCN(C(=O)C23CCC(C)(C)C[C@H]2C2=CC[C@@H]4[C@@]5(C)C/C(=C/c6ccco6)C(=O)C(C)(C)[C@@H]5CC[C@@]4(C)[C@]2(C)CC3)CC1 (stereo partly specified)	80	92	94	84	78	89	106	73	85
COc1cccc(CNc2ncnc3sc(-c4ccc(NC(C)=O)cc4)cc23)c1	93	82	95	nt	103	59	91	89	110
CC(=O)Nc1nc2c(s1)Nc1ccccc1NC2=O	102	100	110	105	112	99	97	93	109
CCN(CC)c1ccc(C(=C2C=CC(=[N+](CC)CC)C=C2)c2ccc(S(=O)(=O)O)cc2S(=O)(=O)[O-])cc1	84	104	101	nt	97	nt	106	103	117
CC(=O)Cc1nn(Cc2ccccc2)[nH]c1=O	122	106	117	126	113	108	117	102	108
Cc1cc(C)c2c(N)c(C(=O)Nc3ccc(C(F)(F)F)cc3)sc2n1	78	62	63	90	92	83	139	68	102
O=C(Nc1ccccc1)N1CCN(C(=O)Nc2ccccc2)CC1	106	96	115	111	97	90	100	109	108
O=c1[nH]cnc2c1ncn2C1O[C@H](CO)[C@@H](O)[C@H]1O (stereo partly specified)	nt	109	116	119	99	nt	134	108	107
CCCCC1COc2cccc3c2N1C=C/C3=C\C(=O)N1CCCc2ccccc21 (stereo unspecified)	99	85	99	105	104	87	103	nt	105
CC(C)C1=C[C@@]23CC[C@@H]4[C@](C)(CCC[C@@]4(C)C(=O)OCC#CCN4CCOCC4)[C@H]2C[C@@H]1[C@H]1C(=O)CCC(=O)[C@H]13	106	87	107	95	85	78	117	85	103
c1ccc(CC(Cc2ccccc2)C2=NCCCN2)cc1	108	88	75	59	40	22	15	87	105
CS(=O)(=O)c1ccc(C(=O)N2N=C(c3ccccc3)CC2c2ccc3c(c2)OCO3)cc1 (stereo unspecified)	100	101	99	98	104	87	86	89	81

Record cards (already shown):
Shown for O=c1[nH]cnc2c1ncn2C1O[C@H](CO)[C@@H](O)[C@H]1O (stereo partly specified) = NCI-H322M = nt; NCI-H23 = 109; NCI-H460 = 116; RXF 393 = 119; HT29 = 99; NCI-H522 = nt; A498 = 134; NCI-H226 = 108; COLO 205 = 107
Shown for CC(=O)Cc1nn(Cc2ccccc2)[nH]c1=O = NCI-H322M = 122; NCI-H23 = 106; NCI-H460 = 117; RXF 393 = 126; HT29 = 113; NCI-H522 = 108; A498 = 117; NCI-H226 = 102; COLO 205 = 108
Shown for O=C(Nc1ccccc1)N1CCN(C(=O)Nc2ccccc2)CC1 = NCI-H322M = 106; NCI-H23 = 96; NCI-H460 = 115; RXF 393 = 111; HT29 = 97; NCI-H522 = 90; A498 = 100; NCI-H226 = 109; COLO 205 = 108

Next entries:
SMILES	NCI-H322M	NCI-H23	NCI-H460	RXF 393	HT29	NCI-H522	A498	NCI-H226	COLO 205
COc1cc(-c2nc3occn3c2-c2ccnc(NCCCNS(=O)(=O)c3ccc(F)cc3)n2)ccc1F	111	106	107	104	94	91	102	103	114
Cc1c(Cl)ccc(O)c1[N+](=O)[O-]	110	101	104	105	104	104	70	99	111
CCNc1ncnc2c1cnn2C	107	104	101	85	106	82	100	102	96
O=c1c2c3c(sc2n2c(CN4CCN(c5ccccc5)CC4)nnc2n1Cc1ccccc1)CCCC3	92	100	104	112	92	89	nt	89	106
COc1ccc(/C=C/C(=O)c2nnn(-c3ccc(F)cc3)c2C)cc1	91	88	97	103	95	84	89	91	102
O=C(NC1c2ccccc2Oc2ccccc21)OCCBr	93	107	106	94	104	nt	102	95	104
CCN(CC)c1ccc(/C=N\NC(=O)/C=C/C=C/c2ccc3c(c2)OCO3)c(O)c1	31	50	20	73	68	13	nt	49	40
CCOC(=O)c1c(C)oc2ncnc(N3CCN(C(=O)COc4ccc(SC)cc4)CC3)c12	99	94	99	100	95	75	nt	83	98
CCCCC(CC)COC1CCS(=O)(=O)C1 (stereo unspecified)	145	101	123	131	nt	107	114	111	101
O=[N+]([O-])c1ccccc1Sc1cccc(Sc2ccccc2[N+](=O)[O-])n1	93	82	100	89	84	68	117	53	116
c1ccc(Cn2cc3c(c2)-c2nc(Nc4ccccc4)ncc2CC3)cc1	78[100 µM]	72[100 µM]	83[100 µM]	49[100 µM]	117[100 µM]	80[100 µM]	105[100 µM]	87[100 µM]	106[100 µM]
COc1ccc(-c2nn(-c3cccc(NC(=O)c4cc(C(F)(F)F)cc(C(F)(F)F)c4)c3)cc2-c2ccncc2)cc1Cl	73	81	62	63	61	15	40	78	91
C=C(C)CCC(=C)C	106	102	102	89	103	108	101	95	110
Clc1ccc(-c2nnc(Cn3c(Cc4cccc5ccccc45)nc4ccccc43)o2)cc1	85	89	100	86	97	72	90	90	96
Cc1c(COc2cccc(-c3cnco3)c2)c(C)c(COc2cccc(-c3cnco3)c2)c(C)c1COc1cccc(-c2cnco2)c1	91	96	99	103	87	67	85	86	106
Clc1ccc2nc(CBr)cnc2c1	88	98	101	111	110	92	102	104	114
COc1ccc(/C=C/CO)cc1	96	96	103	99	97	82	56	94	108
Nc1ccc2c(Cl)cc(Cl)cc2c1	100	102	105	96	99	87	78	90	113
NS(=O)(=O)Oc1ccc2c(ccn2C(=O)C23CC4CC(CC(C4)C2)C3)c1	nt	97	104	115	102	95	98	93	114
O=C(O)CCC(=O)/C=C/c1ccc(O)c(O)c1	110	117	111	112	107	107	118	99	122
CC(=O)[C@@]1(O)CCC2C3C[C@H](C)C4=CC(=O)C=CC4(C)[C@@]3(F)[C@@H](O)C[C@@]21C (stereo partly specified)	105	110	103	119	101	88	122	73	112
CN1C(=O)C(=Cc2ccc(OCC(=O)N3CCCCC3)cc2)C(=O)N(C)C1=O	101	105	108	124	111	105	90	105	116
COc1ccc(/C=C2\CC/C(=C\c3ccc(OC)c(O)c3Cl)C2=O)c(Cl)c1O	97	104	108	110	104	97	97	102	111
CCOC(=O)c1[nH]c(=S)n(Cc2ccccc2)c1C(=O)OCC	114	93	111	121	121	102	103	nt	112
CC(=O)O[C@H]1[C@@H]2OC(=O)C(CSc3ccccc3)[C@@H]2C[C@H]2O[C@]2(C)CC/C=C(\C)CCC[C@@H]1C (stereo partly specified)	38	53	42	-53*	20	-87*	116	48	30
CCSC(=N)N=Nc1ccc(O)cc1	92	103	106	101	104	77	48	92	nt
CCOC(=O)C1=C(C)N=C2Sc3ccccc3N2C1c1ccccn1 (stereo unspecified)	86	91	104	nt	92	70	nt	91	104
C=C(C)[C@@H]1CC[C@]2(C(=O)O)CC[C@]3(C)[C@H](CC[C@@H]4[C@@]5(C)C[C@@H](CC#Cc6cccs6)[C@H](O)C(C)(C)[C@@H]5CC[C@]43C)[C@@H]12	49	58	45	85	38	29	91	61	80
COC(=O)c1cccc([N+](=O)[O-])c1C(=O)OC	104	107	101	nt	119	108	70	110	133
NC(=O)c1c(NC(=O)c2cccc(C(F)(F)F)c2)sc2c1CCC(=O)C2	62	-2.9*	5.7*	-5.4*	3.3*	-38*	53	34	-51*
COc1ccc(NC(=O)Nc2ccc(F)c(C(=O)c3c[nH]c4ncccc34)c2F)cc1	98	101	99	106	105	96	112	82	111
Nc1ccccc1C#C/C=C\C#Cc1cccc(O)c1	94	97	35	59	76	53	79	95	81
CCN1C(=O)N(CC)C2NNC(Sc3c(C(=O)O)c4ccccc4n(C4CCCC4)c3=O)=NC21 (stereo unspecified)	67	37	4.2*	50	0.4*	-23*	102	42	-31*
C/C(=N\NC(N)=O)c1nnn(-c2ccc(S(N)(=O)=O)cc2)c1C	104	102	101	111	108	94	103	106	117
CCCCCCCCCCCCCCCCCCOc1ccccc1CC(=O)OCC[N+]1(C)CCOCC1	80	66	69	1.6*	48	40	64	50	66
Fc1ccc(Cc2nnc(Nc3nc4ccccc4s3)s2)cc1	100	101	113	99	116	103	103	97	115
Cc1nccnc1Sc1ccccc1	108	109	110	107	100	168	105	105	138
Cc1cc(C)cc(NC(=O)Nc2ccc3oc(=O)ccc3c2)c1	98	104	107	119	110	94	103	113	122
COC(=O)/C=C/C(=O)c1cc(C)cc(C)c1O	101	98	111	116	100	93	105	102	108
Cn1c(=O)c2c(ncn2C)n(C)c1=O	108&96	113&101	111&110	110&108	107&109	110&97	94&112	102&92	116&114
Cc1ccc(O)c(C(=O)c2cccc(Cl)c2)c1	116	91	105	100	109	116	nt	98	126
O=C(O)CCc1nc(-c2ccccc2)c(-c2ccccc2)o1	102	98	112	100	106	86	122	95	98
COc1ccc(C=Nc2ccccc2C(=O)O)cc1OC	104	104	104	107	100	93	97	101	103
COc1ccc(CNC(=O)c2cc3c(=O)n4ccccc4nc3n(CCc3ccccc3)c2=N)cc1	94	101	101	119	90	95	112	nt	100
CC1(C)CC[C@]23CC[C@]4(C)[C@H](CC[C@@H]5[C@@]6(C)CCNCC(C)(C)[C@@H]6CC[C@]54C)[C@H]2[C@H]1OC3	100	96	24	101	19	90	117	97	-21*
Cc1cccc(S(=O)C(c2ccccc2)c2ccccc2)c1 (stereo unspecified)	103	91	103	104	105	nt	64	95	98
NCCCc1nnc(CCC(=O)c2nc3ccccc3[nH]2)o1	97	98	115	116	nt	103	97	108	111
C[N+](C)(C)CCC1CCCCC1	110	104	102	99	110	108	95	95	121
Nc1nc2ncc(CNc3ccc(C(=O)NC(CCC(=O)NC(CCC(=O)NC(CCC(=O)NC(CCC(=O)NC(CCC(=O)O)C(=O)O)C(=O)O)C(=O)O)C(=O)O)C(=O)O)cc3)nc2c(=O)[nH]1 (stereo unspecified)	98	101	120	112	107	97	116	113	113
Cc1ccc(-c2nc(Nc3ccccc3C(=O)O)c3ccccc3n2)cc1	34	-4.1*	-9.4*	nt	18	33	22	15	81
CC(C)C1=CC(=O)CCC1	98	104	nt	115	100	90	nt	99	115
Cc1nc(Nc2cccnc2)sc1C(=O)/C=C/c1ccc(Cl)cc1	32	93	71	16	6.4*	45	nt	63	44
O=C(CS(=O)(=O)O)c1ccc(C(=O)CS(=O)(=O)O)cc1	107	97	102	99	116	95	66	89	104
O=C(O)CCCC(=O)c1cccs1	101	110	113	114	104	102	118	100	103
CCOC(=O)c1cc(/C(=N\O)c2cc(OC)c(OC)c(OC)c2)n2cc(C)cc(C)c12	66	55	4.9*	36	6.9*	-11*	-6.2*	74	11
N#Cc1c(-c2ccc(Cl)cc2)nc(SCc2ccc([N+](=O)[O-])cc2)nc1N1CCOCC1	94	94	94	69	98	72	nt	81	113
Nc1ccc(CCCCc2ccccc2)c(Cl)c1	85	101	102	90	96	71	73	97	nt
Cc1ccc(S(=O)(=O)N(SSN(c2ccccc2)S(=O)(=O)c2ccc(C)cc2)c2ccccc2)cc1	95	102	104	120	120	102	96	108	100
O=C1/C(=C/c2ccc(O)cc2)SC(=S)N1CCc1ccc(O)cc1	97	97	102	94	118	41	94	99	116
O=C1c2cc3c(cc2-c2c1c1ccc(Cl)cc1c(=O)n2CCCNCCO)OCO3	-84*	-73*	-75*	-79*	nt	nt	-94*	-71*	-89*
New compounds follow:
SMILES	NCI-H322M	NCI-H23	NCI-H460	RXF 393	HT29	NCI-H522	A498	NCI-H226	COLO 205
CCCc1nc2ccccn2c1Nc1ccc(C(=O)NO)cc1	97	61	86	96	93	65	87	93	nt
N#C[Se]CCOC(=O)CCC(NC(=O)c1ccc(NCc2cnc3nc(N)[nH]c(=O)c3n2)cc1)C(=O)O (stereo unspecified)	103	91	106	112	100	90	114	85	106
NC1CCc2ccccc21 (stereo unspecified)	103	115	116	119	104	106	120	106	102
CC[N+](C)(C)c1ncnc2nc[nH]c12	98	103	104	115	88	82	107	98	111
N#CCS(=O)(=O)CC#N	104	102	108	100	101	81	100	97	110
S=c1nc2oc(-c3ccccc3)c(-c3ccccc3)c2c(/N=C\c2ccco2)[nH]1	105	88	115	99	98	86	101	102	120
NC(=O)NCCCC(N)C(=O)O (stereo unspecified)	89	103	108	106	101	nt	113	98	106
CCCCC(C#N)C(N)=O (stereo unspecified)	110	105	111	121	101	97	122	102	124
CCCCc1ccc(C#N)nc1	94	106	102	103	105	102	98	99	98
C=CCSc1nnc(/N=C2\NC(=O)/C(=C/c3ccc(OC)cc3)S2)s1	105	103	103	78	116	55	nt	92	nt
C=C(N)N[C@@H](CCC(=O)O)C(=O)O	98	91	108	127	110	117	107	98	116
Brc1ccc[n+](Cc2ccccc2)c1	98	104	114	101	101	91	106	99	106
CC(=O)C(=O)NCCCCCCC(=O)Nc1ccccc1	109	104	116	nt	118	99	104	103	116
O=C1c2c(c(=O)[nH]c3ccccc23)[C@H](c2ccccc2)[C@@H]2CCCN12	46	53	50	47	97	66	79	69	96
COc1cc(-c2cccc([N+](=O)[O-])c2)c(-c2nc(-c3ccccc3)c(-c3ccccc3)n2C2CC2)cc1OC	72	68	56	69	45	44	78	62	nt
Oc1ccc(Oc2c(F)c(F)c(Oc3ccc(O)cc3)c(F)c2F)cc1	104	88	104	nt	109	86	108	94	116

2 of these compounds, reformatted.
Results follow in this order: NCI-H322M | NCI-H23 | NCI-H460 | RXF 393 | HT29 | NCI-H522 | A498 | NCI-H226 | COLO 205
Nc1ccc2c(Cl)cc(Cl)cc2c1
  100 | 102 | 105 | 96 | 99 | 87 | 78 | 90 | 113
NS(=O)(=O)Oc1ccc2c(ccn2C(=O)C23CC4CC(CC(C4)C2)C3)c1
  nt | 97 | 104 | 115 | 102 | 95 | 98 | 93 | 114
